TROY signal inh – inhibitors of TROY-driven NF-kB signaling, primary screen, Q293 LMP1-TROYcd cells, NF-kB luciferase, uHTS | Q293 LMP1-TROYcd NF-kB luciferase reporter, 4 h | inhibition, % at 10 µM | 360,000 compounds, 0.98% hits;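 active means compounds whose plate-normalised and pattern-corrected inhibition of the luciferase reporter signal at the single screening dose is 50% or more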
NR2F2 inh – NR2F2 transcriptional activity inhibitors, primary screen, cell-based, luciferase reporter, HEK293T, luminescence. COUP transcription factor 2 (Homo sapiens), P24468. HEK293T NGFI-A luciferase reporter. inhibition, % at 8.6 µM. 370,000 compounds, 0.7% hits. AID 686940, 2013;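 active means inhibition above a per-plate cutoff, mean inhibition of test wells between control levels plus 3 SD, cut at about 38% in these data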;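 further: cells cotransfected with COUP-TFII expression vector driving the NGFI-A reporter; 0% = median of COUP-TF2 test wells and 100% = reporter-only cells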
Target sequence (P24468 whole entry, looked up): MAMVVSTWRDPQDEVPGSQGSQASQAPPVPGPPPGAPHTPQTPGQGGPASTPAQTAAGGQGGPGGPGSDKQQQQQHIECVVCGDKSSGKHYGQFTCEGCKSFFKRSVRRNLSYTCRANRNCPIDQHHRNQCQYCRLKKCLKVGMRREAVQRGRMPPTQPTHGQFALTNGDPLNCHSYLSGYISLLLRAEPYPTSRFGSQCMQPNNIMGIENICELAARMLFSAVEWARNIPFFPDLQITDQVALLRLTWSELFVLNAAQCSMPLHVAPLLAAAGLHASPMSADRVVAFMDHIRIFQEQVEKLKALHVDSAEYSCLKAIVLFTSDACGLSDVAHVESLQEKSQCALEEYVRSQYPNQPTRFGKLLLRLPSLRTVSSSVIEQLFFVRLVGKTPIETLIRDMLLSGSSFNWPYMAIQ
LMP1 NFkB inh – EBV LMP1-driven NF-kappaB luciferase reporter inhibitors, primary screen, cell-based, luminescence, single point; AID 504558, 2011; LMP1-induced NF-kappaB luciferase reporter cells; inhibition, % at 12.5 µM; 350,000 compounds, 0.69% hits; in the data active means inhibition above about 41%;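 further: 0% = neutral control wells and 100% = reference inhibitor control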
NOD2-RIPK2 inh – NOD2-RIPK2 binding disruptors in cells, primary screen, fluorescence, CHO cells, BLA complementation. Receptor-interacting serine/threonine-protein kinase 2 (Homo sapiens), O43353. CCF4 ratio. inhibition, % at 4.98 µM. 360,000 compounds, 0.38% hits. AID 624267, 2012; in the data active means inhibition above about 21%;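 further: 0% = vehicle only and 100% = reference blocker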
LRH-1 inv ag – LRH-1 (NR5A2) inverse agonists, primary screen, cell-based, luminescence, HEK293T, StAR-luciferase reporter. Nuclear receptor subfamily 5 group A member 2 (Homo sapiens), O00482. LRH-1 transfected, 24 h. inhibition, % at 3.6 µM. 360,000 compounds, 0.13% hits. AID 602396, 2012;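 active means inhibition above the mean inhibition of all tested compounds plus 3 SD, cut at about 73% in these data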;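 further: 0% = DMSO wells and 100% = reporter-only cells lacking LRH-1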
Target sequence (O00482 whole entry, looked up): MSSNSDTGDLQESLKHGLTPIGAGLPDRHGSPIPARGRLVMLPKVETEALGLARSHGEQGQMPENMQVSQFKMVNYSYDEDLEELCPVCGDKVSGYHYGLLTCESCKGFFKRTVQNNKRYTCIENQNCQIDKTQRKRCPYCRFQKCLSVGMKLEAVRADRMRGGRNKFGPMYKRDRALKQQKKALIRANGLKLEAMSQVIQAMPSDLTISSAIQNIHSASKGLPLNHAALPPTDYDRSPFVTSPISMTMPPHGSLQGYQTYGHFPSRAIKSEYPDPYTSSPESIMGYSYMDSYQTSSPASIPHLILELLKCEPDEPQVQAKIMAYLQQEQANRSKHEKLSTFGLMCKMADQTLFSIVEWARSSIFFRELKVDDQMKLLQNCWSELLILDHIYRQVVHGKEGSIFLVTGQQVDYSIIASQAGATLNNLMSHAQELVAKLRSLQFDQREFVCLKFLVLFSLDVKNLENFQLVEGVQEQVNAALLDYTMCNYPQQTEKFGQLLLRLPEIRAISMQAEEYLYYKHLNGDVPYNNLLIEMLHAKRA
NCOA3 inh – SRC3 coactivator transcriptional activity inhibitors, primary screen, cell-based, luminescence; inhibition, % at 3.6 µM; 360,000 compounds, 0.17% hits; HEK293 GAL4-SRC3 luciferase reporter; Nuclear receptor coactivator 3 (Homo sapiens), Q9Y6Q9;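 active means inhibition above a per-campaign cutoff, the mean of all compounds plus 3 SD, cut at about 60% in these data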;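 further: 0% = DMSO-treated cells and 100% = gossypol-treated cells at 36 µM; higher means less SRC3-driven luciferase light from the GAL4 reporter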
Vif imaging – HIV Vif self-association inhibitors, primary screen, imaging, HEK293T, single point | AID 602346, 2012 | HEK293T cells, Vif self-association by quenched fluorescence, 24 h | inhibition, % at 7.49 µM | 340,000 compounds, 0.35% hits; in the data active means inhibition above about 50%, passing the limit was not always enough; further: some results filed as inactive read as strong as hits
TLR9-MyD88 block – inhibitors of TLR9-MyD88 association in cells, primary screen, cell-based, CHO, BLA complementation, fluorescence; Toll-like receptor 9 (Homo sapiens) + Myeloid differentiation primary response protein …; CCF4 FRET ratio; inhibition, % at 4.98 µM; 340,000 compounds, 0.21% hits; AID 504734, 2011;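 active means inhibition above the mean over all tested compounds plus 3 SD, cut at about 21% in these data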;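 further: 0% = DMSO only wells and 100% = clavulanate BLA inhibitor control wells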
SRC2 inh – inhibition of GAL4-SRC2 driven luciferase reporter, primary screen, SRC2 inhibitor project, cell-based, luminescence. inhibition, % at 9 µM. 370,000 compounds, 0.17% hits. HEK293 GAL4-SRC2 luciferase reporter. Nuclear receptor coactivator 2 (Homo sapiens), Q15596;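 active means inhibition above the mean inhibition of all tested compounds plus 3 SD, set per campaign, cut at about 52% in these data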;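 further: 0% = DMSO treated cells and 100% = cells given Gossypol at 36 µM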
NCOA1 inh – SRC1 coactivator transcriptional activity inhibitors, primary screen, cell-based, luminescence | 360,000 compounds, 0.12% hits | HEK293 GAL4-SRC1 luciferase reporter | AID 588354, 2011 | Nuclear receptor coactivator 1 (Homo sapiens), Q15788 | inhibition, % at 3.6 µM;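 active means inhibition above the campaign mean plus 3 SD, with each screening campaign given its own cutoff, cut at about 60% in these data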;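 further: 0% = DMSO treated cells and 100% = gossypol at 36 µM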
TRAIL sens C8 – viability loss with TRAIL in NB7+C8 cells, primary screen, TRAIL sensitizer project, cell-based, ATPlite luminescence | inhibition (viability loss, TRAIL sensitization), % at 10 µM | 360,000 compounds, 1% hits | AID 624354, 2012;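 active means compounds causing at least 50% loss of cell viability in the single-dose screen, relative to plate controls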
An asterisk follows results filed as active; i = inactive; / = no result given.

SMILES	TROY signal inh	NR2F2 inh	LMP1 NFkB inh	NOD2-RIPK2 inh	LRH-1 inv ag	NCOA3 inh	Vif imaging	TLR9-MyD88 block	SRC2 inh	NCOA1 inh	TRAIL sens C8
CCCOc1ccc(/C(O)=C2\C(=O)C(=O)N(CCCOC)C23C(=O)N(C)c2ccccc23)cc1 (stereo not drawn)	-7	-3	-4	3	-13	-1	3	2	4	0	4
Cc1ccc(S(=O)(=O)N2CCCc3ccccc32)cc1	-2	14	-10	-6	-2	15	4	-8	6	7	10
O=C(O)CSCc1nc2ccccc2s1	29	-29	-12	2	-3	-17	/	2	-64	-56	8
COc1ccc(C(=O)c2c3ccc(C(F)(F)F)cc3[n+]([O-])n2CCCC(N)=O)cc1	4	-3	9	-10	16	6	-2	4	-11	-5	-6
Cc1oc(CC(C)C)cc1C(N)=O	2	3	12	-6	13	12	11	-1	-7	7	-5
COc1cc(CNC(=O)c2ccc(Cn3nc(C)c(Cl)c3C)o2)cc(OC)c1	20	0	5	-3	13	8	-6	-8	-13	4	1
COc1ccc(/C=N/NC(C)(C)C)c(OC)c1	3	16	3	0	3	3	3	6	-3	-4	8
COc1ccc(Br)cc1CNC(=O)CCNC(=O)Cn1ccc2ccccc2c1=O	12	2	2	-9	6	11	-3	-4	9	-2	-2
COc1ccc2c(C)nc(Nc3nc(C)c(C)c(=O)[nH]3)nc2c1	12	-33	-167	1	-72	i	-1	6	-40	/	12
CC(Sc1nnc2n1CCCCC2)C(=O)Nc1ccc(S(N)(=O)=O)cc1 (stereo not drawn)	-1	9	-1	-4	13	14	5	7	-8	17	4
CCOC(=O)c1c(-c2ccccc2)nc2ccc(C)cn12	2	-15	-10	8	-84	-64	-12	-3	-20	-67	-3
CCOC(=O)C1=C(CSc2nc3c(cc2C#N)CN(C)CC3)OC(N)=C(C#N)C1c1ccc(F)cc1 (stereo not drawn)	-5	10	-6	-4	8	5	-2	8	-49	-1	-12
Cc1cc(C)c(S(=O)(=O)NCc2csc(C)n2)c(C)c1	5	12	-7	-6	-18	4	-6	-7	-7	0	-2
O=S(=O)(Nc1cccc(S(=O)(=O)N2CCOCC2)c1)c1ccc(Cl)s1	-6	-9	1	3	-28	11	2	1	0	7	3
CCOC(=O)C1CCN(C(=O)CSc2nnc(-c3ccco3)n2-c2ccccc2)CC1	12	-14	-1	-3	9	6	9	2	-6	-5	2
CC(=O)c1cn(CC(=O)Nc2ccccc2C(F)(F)F)c2ccccc12	6	31	2	3	25	14	-52	7	7	4	27
COCCNC(=O)/C(C#N)=C/c1ccc(OCc2ccc(F)cc2)cc1	-16	11	-11	2	-4	4	-1	-2	-6	-12	-11
O=S1(=O)C=C(Oc2ccc3ccccc3c2)c2ccccc21	-20	/	-3	-16	13	-12	-3	-17	/	-5	-18
CCOC(=O)c1cnc2ccc(OCC)cc2c1NCCN1CCOCC1	-63	12	-11	6	-11	-25	1	-3	-29	-28	-2
CSC1=NC2(CC(c3ccccc3)Oc3cc(O)ccc32)CC(C)(C)N1 (stereo not drawn)	6	6	2	-3	7	1	1	-13	-49	0	-4
O=C(CCCCn1cnc2c(=S)nc[nH]c21)Nc1ccc(C(=O)O)cc1	-6	-20	-6	-10	-10	4	5	4	-16	-10	13
COC(=O)[C@]12CCCCC=C1N(CCC1=CCCCC1)C(=O)[C@H](CC(=O)N1CCN(C(=O)C3CC3)CC1)C2	1	5	/	8	15	/	/	/	12	/	13
COc1cc(C(=O)NCCc2ccc(S(N)(=O)=O)cc2)ccc1OCc1c(C)noc1C	-1	11	5	0	16	-15	-3	3	5	5	-5
CCN(CC)C(=O)C1=C(C)N(Cc2ccccc2)C(=O)C(CC(=O)NC2CC2)C1 (stereo not drawn)	0	-2	-10	8	5	5	-4	8	-4	-8	0
CC(C)NC(=O)C1CCCN(S(C)(=O)=O)C1 (stereo not drawn)	6	8	1	-8	-9	-3	4	1	14	3	-15

(further entries)
SMILES	TROY signal inh	NR2F2 inh	LMP1 NFkB inh	NOD2-RIPK2 inh	LRH-1 inv ag	NCOA3 inh	Vif imaging	TLR9-MyD88 block	SRC2 inh	NCOA1 inh	TRAIL sens C8
Cc1cc(C)c(NC(=O)CNC(=O)CNC(=O)C2CCCCC2)c(C)c1	2	9	0	1	7	2	2	-4	27	-15	2
OCC1(Cc2ccccc2)CCN(C2CCN(c3ccc(F)c(F)c3)CC2)CC1	-3	-3	7	11	-4	3	-9	5	7	-34	3
CN(C)Cc1c(-c2ccc(Cl)cc2)nc2ccccn12	-40	-53	-28	-9	-94	-46	2	-1	-24	-63	3
CCCN1C(=O)c2ccccc2NC1c1cc(OC)c(OC)c(OC)c1 (stereo not drawn)	4	8	4	0	-3	-5	3	1	5	-5	-7
Cc1c(S(=O)(=O)N2CCCC(C(=O)O)C2)cnn1C (stereo not drawn)	-3	-3	-12	-1	16	17	22	2	-37	0	1
COCCCNC(=O)CC1Oc2ccccc2NC1=O (stereo not drawn)	-6	14	-1	-8	-14	-1	9	8	-5	-1	-7
CCOC(=O)C(NC(C)=O)C(=O)Nc1ccc(C(C)C)cc1 (stereo not drawn)	-22	12	-3	-2	15	15	2	7	-12	-14	-8
COc1ccc(NC(=O)c2ccc(COCC(F)(F)F)cc2)cc1OC	-34	-9	4	-1	-20	18	4	-11	11	10	13
CCOC(=O)N1CCN(C(=O)CSc2cc(C)nc3c(-c4ccccc4OC)c(C)nn23)CC1	4	12	8	-7	12	-5	5	-9	-7	17	-9
COc1ccc(S(=O)(=O)N2CCOCC2)cc1NC(=O)COc1ccc2c(C)cc(=O)oc2c1	-3	20	-1	8	-2	2	5	-17	-32	1	3
Cc1cc(C)nc(NS(=O)(=O)c2ccc(NC(=O)c3ccc(S(=O)(=O)N4CC(C)OC(C)C4)cc3)cc2)n1 (stereo not drawn)	12	8	4	1	-13	5	-6	-7	8	-24	-4
CCOC(=O)C1=C(N)N(c2ccc(N3CCCCC3)cc2)C(=O)C1	6	-3	5	-4	1	-6	-17	2	3	10	-7
CSc1c(SCc2ccccc2)cnn(Cc2ccccc2)c1=O	-10	7	-12	-3	-15	10	11	4	-13	-13	-3
COc1ccc(C(=O)NCCc2nnc3ccc(SCC(=O)N4CCCCC4)nn23)cc1	23	-2	-3	-2	9	7	-5	-12	8	11	-11
C=CCN(c1cccc(C(F)(F)F)c1)S(=O)(=O)c1cccc(C(=O)OCC(=O)NC)c1	2	6	-1	-6	-6	7	0	-7	-15	1	-5
Cc1cc(C)c2oc(C(=O)Nc3nnc(C(C)C)s3)cc(=O)c2c1	1	-1	-46	-3	10	7	17	5	-5	10	-5
COc1ccc(S(=O)(=O)N2CCN(CC(=O)Nc3ccccc3OC)CC2)cc1	-7	-8	3	-5	8	10	26	-10	3	-26	-2
Cc1ccc(Cn2c(=N)n(CC(O)COc3ccccc3)c3ccccc32)cc1 (stereo not drawn)	20	-14	12	0	0	11	-3	6	14	1	7
CCN1CCCC1CNC(=O)c1cc(N)ccc1OC (stereo not drawn)	-6	6	/	8	-3	11	-5	/	1	-4	-5
Cc1ccc(S(=O)(=O)N2CCCCC2CCNC(=O)C(=O)NCCc2ccco2)cc1 (stereo not drawn)	18	5	-3	4	12	6	4	-5	15	5	19
COc1ccc2c(c1)C1(Nc3ccccc3C(=O)N1c1ccccc1)C(=O)N2 (stereo not drawn)	-27	12	4	-6	7	-6	15	-9	21	7	-14
Cc1sc(N)nc1C12CC3CC(CC(C3)C1)C2	7	11	0	10	8	9	-9	3	9	-46	-8
COc1ccc(C(=O)O/N=C2\CCCc3nonc32)cc1	-6	10	-2	4	23	12	-2	-16	-35	-3	-9
Cc1nn(C)c(C(=O)Nc2ccc(Cl)c([N+](=O)[O-])c2)c1Cl	-10	2	-7	3	20	0	/	4	-25	-4	-13
COc1ccc(C(=O)N2CCC(C(=O)NCc3ccccn3)CC2)cc1	9	-13	-1	-1	22	1	6	4	-14	-41	5

(more compounds)
SMILES	TROY signal inh	NR2F2 inh	LMP1 NFkB inh	NOD2-RIPK2 inh	LRH-1 inv ag	NCOA3 inh	Vif imaging	TLR9-MyD88 block	SRC2 inh	NCOA1 inh	TRAIL sens C8
C#CCNc1cc(-c2ccccc2)nc2ncnn12	4	-35	10	4	-1	-7	6	-2	-29	-12	-9
COc1ccc(-n2nc(C(=O)NCC(=O)NC3CCCCCC3)c3ccccc3c2=O)c(OC)c1	-5	9	-16	-1	-12	-1	7	-5	-23	-9	-16
O=C(Nc1nc(-c2ccc3c(c2)OCO3)cs1)C1COc2ccccc2O1 (stereo not drawn)	22	10	-8	15	25	13	12	4	-14	9	5
Cc1ccccc1Oc1nc2ccccn2c(=O)c1/C=C(\C#N)C(=O)Nc1c(C)n(C)n(-c2ccccc2)c1=O	19	-5	11	-5	-18	23	36	13	13	1	-7
COc1ccc(OC)c(S(=O)(=O)Nc2cccc3c(O)cccc23)c1	1	-11	/	-23	-10	13	-6	/	-8	7	14
CC(C)NC(=O)C1(C)CSCC(=O)N1C1CC1 (stereo not drawn)	/	5	/	-17	-4	/	/	/	7	/	15
CC1(c2nc3ccccc3[nH]2)CCC2=Nc3ccccc3CN21 (stereo not drawn)	-20	6	/	-18	-6	/	/	/	-9	/	-5
Cn1c(C(=O)OC(C(=O)NCc2ccco2)c2ccncc2)cc2sccc21 (stereo not drawn)	2	-2	2	-8	9	-38	-2	8	-6	2	0
O=C(COc1ccccc1)OCc1cc(-c2ccco2)on1	-12	13	0	5	-13	24	2	5	8	-27	7
Cc1ccc(-n2nnc(-c3nccs3)n2)cc1	66*	3	58*	3	-61	-43	-5	8	25	-47	87*
Oc1ccc(NCc2cccs2)cc1	21	9	0	-4	-7	0	-2	-8	-2	-4	2
CC(C)c1ccc(NC2CCCN(C(=O)CCn3cnnn3)C2)cc1 (stereo not drawn)	-11	7	5	-1	2	15	-13	5	-14	-8	-22
O=S(=O)(/N=C(/c1ccc(Cl)cc1)N1CCOCC1)c1ccc(Cl)cc1	-12	26	-1	-3	-8	13	1	-17	6	-20	-7
CC(=O)N1N=C(c2cccc([N+](=O)[O-])c2)OC1(C)c1cccs1 (stereo not drawn)	9	10	-1	-16	31	6	-8	-13	-26	-34	-15
Cc1ccc(-c2nnc(-c3ccc(NC(=O)c4cccs4)cc3)o2)cc1	-7	3	-96	-15	-17	10	1	-6	11	-7	11
Cc1cccc2cc3cccc(C)c3nc12	15	-18	34	-11	9	3	0	3	-19	-5	0
CN1CCN(CC(=O)Nc2nc3c(s2)CCCC3)CC1	-14	-14	-1	-10	4	0	4	2	-9	14	-17

Not all compounds are listed; the hit share may differ from the screen's.
